Screening data (PubChem BioAssay)
UBC13 inh = blocks human UBC13 polyubiquitin chain formation. 330,000 tested, 0.47% active. inhibition, % at 20 µM. AID 485273. TR-FRET; in the data active = inhibition above about 45%, passing the limit was not always enough; inconclusive = no clear call, values can overlap the other calls
Target sequence (P61088 whole entry, looked up): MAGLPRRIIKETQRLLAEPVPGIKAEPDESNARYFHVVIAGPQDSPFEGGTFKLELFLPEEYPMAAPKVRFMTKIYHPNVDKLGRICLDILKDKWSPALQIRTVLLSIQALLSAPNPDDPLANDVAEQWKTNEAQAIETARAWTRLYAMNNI
CCR6 antag = antagonists of human CCR6 receptor. 340,000 tested, 0.49% active. CHO-K1 CCR6 PathHunter beta-arrestin, luminescence, CCL20-stimulated. inhibition, % at 20 µM. AID 493098;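 active = compounds whose inhibition of the agonist-driven luminescence signal at 20 µM reaches about 50%, limit read from the data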;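 also: cells stimulated with CCL20 at 14 nM final; plate controls were DMSO with CCL20 for no effect and DMSO without agonist for full effect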
Target sequence (P51684 whole entry, looked up): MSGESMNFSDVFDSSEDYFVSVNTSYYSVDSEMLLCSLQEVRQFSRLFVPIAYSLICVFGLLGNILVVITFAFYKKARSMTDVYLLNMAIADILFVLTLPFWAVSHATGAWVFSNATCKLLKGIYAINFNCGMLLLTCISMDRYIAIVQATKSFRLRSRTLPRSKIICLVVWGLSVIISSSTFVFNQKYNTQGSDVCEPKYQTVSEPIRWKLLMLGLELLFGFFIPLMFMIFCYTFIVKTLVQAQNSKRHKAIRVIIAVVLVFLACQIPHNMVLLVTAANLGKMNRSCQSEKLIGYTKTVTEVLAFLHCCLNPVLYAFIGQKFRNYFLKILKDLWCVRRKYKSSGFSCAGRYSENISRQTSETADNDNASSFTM
APJ antag = antagonists of human APJ apelin receptor. CHO-K1 APJ beta-arrestin complementation, luminescence. inhibition, % at 20 µM. P35414. AID 2521. 330,000 tested, 0.32% active;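 active = inhibition above about 40% at 20 µM, limit read from the data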;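 also: cells challenged with 10 nM apelin-13 agonist together with compound; plate controls were apelin-13 plus DMSO wells for no effect and DMSO wells lacking apelin-13 for full effect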
Gli-Sufu block = blocks Gli-Sufu signaling in a luciferase reporter; inhibition, % at 5 µM; Sufu-KO-LIGHT fibroblasts, Gli luciferase reporter luminescence; AID 588413; 340,000 tested, 0.74% active;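 active = inhibition above about 55%, limit read from the data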;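 also: 0% = DMSO-treated cells and 100% = wells with medium but no cells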
CXCR6 inh = blocks human CXCR6 beta-arrestin recruitment. O00574. CHO-K1 PathHunter CXCR6 beta-arrestin, luminescence. inhibition, % at 20 µM. 360,000 tested, 0.36% active. AID 602244; in the data active = inhibition above about 34%, passing the limit was not always enough;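 also: antagonist mode with CXCL16 agonist at 10 nM final; 0% = 10 nM CXCL16 with DMSO and 100% = unstimulated wells without agonist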
ATG4B inhibitor = inhibitors of human ATG4B cysteine protease | ATG4B cleavage of LC3-PLA2, NBD-HPC fluorescence, 1 h | 340,000 tested, 0.51% active | AID 504462 | inhibition, % at 8.33 µM | Q9Y4P1; in the data active = inhibition above about 40%
Target sequence (Q9Y4P1 whole entry, looked up): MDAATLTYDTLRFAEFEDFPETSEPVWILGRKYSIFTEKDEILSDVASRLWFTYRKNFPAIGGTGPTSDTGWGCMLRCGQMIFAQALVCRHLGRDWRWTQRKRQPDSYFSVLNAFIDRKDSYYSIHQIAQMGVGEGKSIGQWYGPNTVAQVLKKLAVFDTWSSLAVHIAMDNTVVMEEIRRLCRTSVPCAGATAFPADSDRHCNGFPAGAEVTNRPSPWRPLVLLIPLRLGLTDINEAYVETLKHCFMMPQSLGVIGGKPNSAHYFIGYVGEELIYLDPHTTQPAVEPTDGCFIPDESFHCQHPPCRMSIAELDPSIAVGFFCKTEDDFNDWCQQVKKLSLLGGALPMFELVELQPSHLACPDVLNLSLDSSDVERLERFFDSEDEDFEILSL
APJ ag = activates the human apelin receptor APJ. P35414. CHO-K1 APJ PathHunter beta-arrestin, luminescence; 0% DMSO wells, 100% apelin. activation, % at 20 µM. 330,000 tested, 0.11% active. AID 2520;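 active = activation more than six SD over the plate average, tested at 20 µM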;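 also: 0% = DMSO alone and 100% = apelin-13 at 10 nM; some results filed as inactive read as strong as hits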
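assay system = CHO-K1 APJ beta-arrestin complementation cell line | input = cell density 1000 per well | dosing = compound 20 µM once, DMSO 1% | timing = compound 90 min 25 °C, reagent 1 h | measured by = luminescence from split beta-galactosidase complementation, Galacton Star/Emerald II substrate | read-out basis = APJ agonist activity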
EBI2 block = EBI2 (human) antagonism; P32249; EBI2 beta-arrestin recruitment, luminescence, 7a,25-OHC stimulated; inhibition, % at 5 µM; 360,000 tested, 0.81% active; AID 651636; in the data active = inhibition above about 38%;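 also: enzyme fragment complementation signal reports receptor beta-arrestin coupling in cells; 0% = agonist plus DMSO wells and 100% = wells without agonist; some results beyond the cut were filed as inactive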
Numbers without * were called inactive; u = inconclusive; x = not tested or not shown.

SMILES	UBC13 inh	CCR6 antag	APJ antag	Gli-Sufu block	CXCR6 inh	ATG4B inhibitor	APJ ag	EBI2 block
Cc1ccccc1Nc1nc(N)nc(CSc2nncn2C)n1	3	-6	-6	1	2	-13	5	-6
Cc1cccc(NC(=S)Nc2ccc3cn[nH]c3c2)c1	10	-4	15	0	4	-10	-4	0
N#CC1=C(S)N(c2ccc(F)cc2)C2(CCCCC2)NC1=O	6	1	-10	8	0	-2	-3	-6
CN(CCCNC(=O)c1ccc(/C=N/O)nc1)CCCN(C)Cc1ccccc1	-9	9	13	5	9	-10	-4	-1
O=C(NCCCN1CCOCC1)[C@@H]1CSC2c3ccccc3C(=O)N21 (stereo partly specified)	8	4	7	-2	9	-2	-7	1
O=C(CCSCCc1ccccn1)Nc1ccc(Br)cn1	0	7	-12	0	-8	-6	-7	13
CCC1(c2ccc(Cl)cc2)NC(=O)N(CC(=O)N2CCN(C(=O)c3ccco3)CC2)C1=O (stereo unspecified)	-8	2	-4	3	8	-12	2	-6
Cc1cc(C)c(S(=O)(=O)N2CCN(CCO)CC2)c(C)c1	1	4	-5	4	-1	3	-3	0
CCC(=O)OC1c2ccccc2C(=O)N1Cc1ccccc1 (stereo unspecified)	27	10	16	3	10	4	-3	-9
O=C(O)c1ccc(N2C(=O)CC(N3CCN(c4cccc(Cl)c4)CC3)C2=O)cc1 (stereo unspecified)	3	-6	14	4	1	2	-1	-9
O=C(NCCc1cccs1)c1ccc(CS(=O)Cc2ccc(Cl)cc2)o1 (stereo unspecified)	5	3	-1	-5	5	-8	-2	31
CCOc1ccc(NC(=O)Cn2nnc3c(cnn3-c3ccc(F)cc3)c2=O)cc1	2	-1	-6	-8	4	0	-4	15
Nc1cc(=O)[nH]c(SCc2nnnn2-c2ccc(Cl)cc2)n1	2	-6	6	-3	-2	2	-2	-3
C#CCN1C(=O)C2(OCCO2)c2ccccc21	4	10	10	1	1	-7	-1	1
Cc1cs/c(=N\N=C\c2ccc(O)cc2)n1Cc1ccco1	4	27	9	2	0	13	-1	51*
CCn1c(/C=N/c2nc3ccccc3n2C)nc2ccccc21	-3	-2	19	8	0	-10	-8	2
CC(NC(=O)CSc1nc2sc3c(c2c(=O)n1-c1ccccc1)CCCC3)c1ccccc1 (stereo unspecified)	-12	4	12	14	12	-5	5	11
OC(COc1ccc(F)cc1Cl)CN1CCc2ccccc2C1 (stereo unspecified)	10	7	8	-7	1	2	2	30
O=C(O)c1ccc(S(=O)(=O)c2ccc3c(c2)C(=O)N(NC(=O)c2cccnc2)C3=O)cc1	-9	-2	-12	-3	5	4	-4	-7
CC(C)OC(=O)n1c(=S)oc2ccccc21	6	0	-12	8	2	-15	2	-8

Structures shown so far that have fluorine, in the order listed:
SMILES	UBC13 inh	CCR6 antag	APJ antag	Gli-Sufu block	CXCR6 inh	ATG4B inhibitor	APJ ag	EBI2 block
N#CC1=C(S)N(c2ccc(F)cc2)C2(CCCCC2)NC1=O	6	1	-10	8	0	-2	-3	-6
CCOc1ccc(NC(=O)Cn2nnc3c(cnn3-c3ccc(F)cc3)c2=O)cc1	2	-1	-6	-8	4	0	-4	15
OC(COc1ccc(F)cc1Cl)CN1CCc2ccccc2C1 (stereo unspecified)	10	7	8	-7	1	2	2	30

Remaining list, next part
SMILES	UBC13 inh	CCR6 antag	APJ antag	Gli-Sufu block	CXCR6 inh	ATG4B inhibitor	APJ ag	EBI2 block
O=C(N/N=C/c1ccncc1)c1sc2ccccc2c1Cl	2	12	-28	-54	-2	-5	1	-2
CCO[C@H]1OC(C(=O)N2CCCCCCC2)=C[C@@H](C2CCCCC2)[C@@H]1CCCO	-8	16	12	5	5	-17	-2	-1
C(#Cc1ccccc1)C[N+]1(CC#Cc2cccc3ccccc23)CCCC1	23	3	9	82*	-2	19	-1	-1
CC1=Nc2cccc3cccc(c23)N1C	-11	-2	-26	70*	-3	25	0	-5
Clc1ccc(CSc2ncn[nH]2)cc1	4	-29	-10	0	-3	-3	1	-3
COc1cc(CCC(=O)Nc2ccncc2Cl)cc(OC)c1OC	2	11	-35	-9	0	-1	-3	-10
CN(CC(N)=O)S(=O)(=O)c1ccc(F)cc1	-20	-5	25	1	3	1	0	-2
O=C(O)c1cc(S(=O)(=O)O)ccc1O	1	6	13	-5	-18	-6	-2	-6
Cc1ccsc1/C=N/NC(=O)Cc1cccn1C	-24	12	0	-8	-2	9	-1	28
Cc1ccc(C(=O)Nc2ccc(N3CCCC3)cc2)c(C)c1	-6	-7	-2	10	1	7	2	9
COCCCN1C(=O)c2ccc(C(=O)OCC(=O)N3CCN(c4ccccc4)CC3)cc2C1=O	-5	-3	12	-14	-1	6	-4	-4
COc1cccc(NC(=O)CCc2nnc3ccc(N4CCN(c5cccc(OC)c5)CC4)nn23)c1	10	10	12	0	-13	-7	0	11
COc1ccc(NC(=S)Nc2ccccc2Cl)cn1	-9	9	-21	16	-1	-25	-2	-9
O=C(Nc1ccccc1)c1cccc(N2C(=O)C3C4C=CC(C5CC45)C3C2=O)c1 (stereo unspecified)	1	11	-9	-10	-10	-1	-2	-10
Cc1ccc(NC(=O)CSCC(=O)N(C)CC(=O)Nc2cccc(F)c2)cc1	-9	5	13	-5	-6	-11	5	-1
Cc1ccc(C(=O)NCCn2cc(SCC(=O)Nc3nnc(C)s3)c3ccccc32)cc1	2	5	-10	28	-5	-15	0	0
Cc1cc(C)n(C(=O)COc2ccccc2[N+](=O)[O-])n1	8	-4	20	1	0	-7	2	-17
CCCS(=O)(=O)N1CCCC(C(=O)N2CCCCC2)C1 (stereo unspecified)	2	14	6	24	6	-5	-5	-7
C=CCNC(=O)c1ccc(CSc2nc3ccccc3s2)cc1	8	16	-8	-35	4	14	-3	15
CC1(C)CC2CC(C)(CN2C(=S)Nc2ccccc2F)C1 (stereo unspecified)	-2	10	13	11	-3	2	-3	-3
Cn1cc(-c2cccc(Cl)c2)cc(C#N)c1=O	6	8	9	12	-8	1	1	-4
O=C(COc1cccc(NC(=O)c2ccccc2)c1)c1ccccc1	-2	21	12	-2	0	-2	-2	1
O=C(Nc1nnc(C2=COCCO2)o1)c1ccc(S(=O)(=O)N2CCCCC2)cc1	-1	11	18	0	6	-5	-3	-1
Cc1ccccc1-n1nnnc1SCc1cc(=O)n2ccsc2n1	14	-3	5	10	-1	-7	-3	-2
CNC(=O)c1ccc(-n2cccn2)nc1	7	0	8	-5	1	3	0	-8
Cc1ccc(Nc2nc(C(=O)NCCCN3CCOCC3)cs2)cc1	4	3	-11	4	7	0	0	-2
CNC(=O)c1cc(S(=O)(=O)N2CC(C)OC(C)C2)ccc1N1CCCCC1 (stereo unspecified)	-6	16	2	4	0	2	-4	-3
COc1ccc(NC(=O)Cc2c(SC)c3ccccc3n2Cc2ccccc2)cc1	-11	-2	-9	16	0	2	-1	26
CCCN1CCN(C(=O)Cn2ncc3c([nH]c4ccc(C)cc43)c2=O)CC1	-1	1	-11	-9	5	6	2	-4
Cc1ccc(NC(=O)CNCc2cccs2)cc1Br	8	5	1	9	5	14	-4	4
COC(=O)c1sccc1NC(=S)Nc1cc(C)cc(C)c1	u	14	0	2	6	1	-3	7
CCOC(=O)C1(Cc2ccccc2)CCCN(C(=O)c2ccc(-n3ccnc3)cc2)C1 (stereo unspecified)	1	12	5	-6	-3	-3	-1	2
O=C(O)[C@H]1CCC(=O)N1Cc1ccco1	1	8	-10	3	0	-7	-4	-6
CC1Cc2ccccc2N1C(=O)COC(=O)c1n[nH]c(=O)c2ccccc12 (stereo unspecified)	-2	-7	7	0	5	4	-4	-19
O=C(c1cc(-c2ccco2)nc2ccccc12)N1CCN(Cc2ccccc2)CC1	5	6	1	10	0	-20	1	-1
Oc1ccc(N=Cc2ccc(-c3cccs3)s2)cc1	2	-8	-27	-2	-11	-5	9	-10
O=C(O)C1CCCCN1S(=O)(=O)c1cccc2nsnc12 (stereo unspecified)	-18	2	1	7	1	-1	-1	0
COc1cccc(N(C(=O)C2CSC(=O)C2)C(C(=O)NC(C)(C)C)c2ccncc2)c1 (stereo unspecified)	-1	14	2	7	4	1	-1	3
COc1cccc(NC(=O)Cn2c(=O)n(CCC(=O)NC3CCN(Cc4ccccc4)CC3)c(=O)c3ccccc32)c1	3	15	-1	3	16	0	1	-8
Cn1nccc1NC(=O)COCC(=O)O	1	8	17	0	2	0	1	-10
CC(C)c1ccc(N2CC(C)(C)C2=O)cc1	-5	7	-8	-3	4	-13	-2	-3
Cc1occc1C(=O)/C(C#N)=C/c1ccc(O)c(Br)c1	-116	9	20	-13	0	-2	-4	0
COc1cc(OC)cc(C(=O)NCC(=O)N2CCN(Cc3ccccc3)CC2)c1	-2	6	15	x	-2	-5	-2	-1
Cc1c(OC(C)C(=O)NCC(O)c2ccccc2)ccc2c3c(c(=O)oc12)CCC3 (stereo unspecified)	7	18	1	6	-2	7	-1	8
CC1=C(C(=O)NCc2ccccc2)C(c2cccnc2)n2ncnc2N1 (stereo unspecified)	-5	-10	5	-11	-4	-1	-3	-10
O=C(c1cc2c([nH]c1=O)CCCC2)N1CCc2c([nH]c3ccccc23)C1c1ccccc1F (stereo unspecified)	-8	-5	5	10	4	8	-2	5
CCCOc1ncnc2c1[nH]c1ccc(C)cc12	18	-4	3	-55	x	5	-1	x
CCOC(=O)CSCC(NC(=O)OC(C)(C)C)C(=O)OCC (stereo unspecified)	-6	-15	-4	-9	7	-4	-3	-11
O=C(CSC1=NC2(CCCCCC2)N=C1c1ccccc1)Nc1ccc2c(c1)OCCO2	6	7	8	10	16	-5	-3	12
COc1ccc(/C=N/NC(=O)C2(O)c3ccccc3-c3ccccc32)cc1	-1	-5	-7	-18	3	-2	-2	-17

Overlap with the part before: 5 entries; new compounds follow.
SMILES	UBC13 inh	CCR6 antag	APJ antag	Gli-Sufu block	CXCR6 inh	ATG4B inhibitor	APJ ag	EBI2 block
O=C(c1cc2c([nH]c1=O)CCCC2)N1CCc2c([nH]c3ccccc23)C1c1ccccc1F (stereo unspecified)	-8	-5	5	10	4	8	-2	5
CCCOc1ncnc2c1[nH]c1ccc(C)cc12	18	-4	3	-55	x	5	-1	x
CCOC(=O)CSCC(NC(=O)OC(C)(C)C)C(=O)OCC (stereo unspecified)	-6	-15	-4	-9	7	-4	-3	-11
O=C(CSC1=NC2(CCCCCC2)N=C1c1ccccc1)Nc1ccc2c(c1)OCCO2	6	7	8	10	16	-5	-3	12
COc1ccc(/C=N/NC(=O)C2(O)c3ccccc3-c3ccccc32)cc1	-1	-5	-7	-18	3	-2	-2	-17
CC1CCN(c2ccc(C(=O)Nc3nnc(C4CC4)s3)cc2[N+](=O)[O-])CC1	-18	14	34	12	10	-12	-4	-2
O=[N+]([O-])c1ccccc1-c1ccc(/C=N/n2cnnc2)o1	-26	-22	-4	7	-10	2	8	-10
Cc1nnc(NC(=O)C(C)Sc2nnc(CCNC(=O)c3ccccc3F)n2C)s1 (stereo unspecified)	2	-2	8	7	0	-5	1	-10
CCc1ccc(S(=O)(=O)N/N=C\c2ccc([N+](=O)[O-])o2)cc1	-25	16	-7	-4	-12	6	9	-3
COc1ccc(N(CC(=O)N2CCOCC2)S(C)(=O)=O)cc1	-3	4	-15	21	-3	7	-3	9
Cc1c(C(=O)NNC(=O)Nc2ccc([N+](=O)[O-])cc2)oc2ccccc12	-8	21	16	6	10	4	-4	1
CC(C)c1nc2sc3c(=O)[nH]cnc3c2c2c1CCC2	u	3	2	1	-8	3	-1	3
CNC(=O)CN1C(=O)NC2(CCc3ccccc32)C1=O (stereo unspecified)	-13	12	12	-31	-17	9	-4	0
O=C(Cc1ccc(Br)cc1)N1CCOCC1	-4	1	-6	-17	-3	-4	-2	0
COc1cc(NC(=O)COC(=O)c2cnccn2)c(C)cc1[N+](=O)[O-]	-13	-5	-15	35	2	-1	-5	5
O=C(Cn1nc(-c2ccccc2Cl)ccc1=O)Nc1ccccc1-c1ccccc1	-1	30	8	30	2	36	0	18
CCOC(=O)CNNC(=O)Nc1ccc(Cl)c(Cl)c1	4	4	5	-2	10	29	-3	4
